# NPSR antag: blocks cAMP signaling of the human neuropeptide S receptor | actives 1% (n = 220,000) | Potency, µM (top dose mostly 38.3 µM), for inactives: top-dose activity change, negative = inhibition, usual class: inhibitors | CHO-NPSR cells, cAMP TR-FRET, antagonist mode | Q6W5P4; also: potency is read from the fitted curve at half-maximal effect; % is scaled to controls: 0 for no effect and ±100 for the full control effect; nearly all actives have a fitted effect of over 50% in size; many of its hits are not listed in these tables
# Target sequence (Q6W5P4 whole entry, looked up): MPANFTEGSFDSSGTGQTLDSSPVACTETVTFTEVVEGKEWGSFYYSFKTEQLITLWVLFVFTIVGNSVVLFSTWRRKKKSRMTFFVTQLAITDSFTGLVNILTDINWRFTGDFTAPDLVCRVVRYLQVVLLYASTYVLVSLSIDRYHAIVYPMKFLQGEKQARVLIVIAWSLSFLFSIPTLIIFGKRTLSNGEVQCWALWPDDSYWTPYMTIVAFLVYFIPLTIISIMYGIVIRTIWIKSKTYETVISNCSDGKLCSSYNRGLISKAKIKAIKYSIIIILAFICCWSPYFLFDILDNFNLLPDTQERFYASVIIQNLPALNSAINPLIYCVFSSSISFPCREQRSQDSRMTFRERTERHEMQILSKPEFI
# Epigenetic derep: derepresses silenced GFP reporter in murine cells | Potency, µM (highest dose often 53.9 µM), for the others: top-dose GFP activation, usual class: activators | AID 1865 | actives 0.2% (n = 280,000) | murine LDR cells, GFP reporter derepression, 30 h; also: potency is read from the fitted curve at half-maximal effect; % of control where 0% means no effect; nearly all actives have a fitted effect of over 60% in size
#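 In this reporter-derepression format, murine cells bearing a silenced integrated CMV-GFP locus incubate with test compound (30 h, 37 C), then are washed and imaged; fluorescent objects of 20–120 um count as induced cells.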
# Lamin A splicing: changes lamin A minigene splicing in HeLa cells; HeLa LMNA splicing GFP/RFP minigene ratio, 48 h; Potency, µM (doses to about 46.1 µM), inactives show at the top dose ratio change, negative = inhibition, most hits filed as inhibitors; actives 0.01% (n = 200,000); AID 1487; active = well fitted inhibition curve with a large enough effect in the signal ratio, with a control signal flat, not every such curve was filed as active; inconclusive = small, poorly fitted or top-dose-only effect, or effect the other way, or a change in a side signal; the % refers to the signal ratio; also: potency is read from the fitted curve at half-maximal effect; % is scaled to controls: 0 for no effect and ±100 for the full control effect
#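 S3 HeLa cells stably expressing lamin A-EGFP splicing minigene plus DsRed2, 600 cells/well, 48 h compound exposure at 37C. Laser-scanning cytometry; analysed as GFP (500-530 nm)/RFP (575-640 nm) total intensity ratio; 0.5% DMSO vehicle.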
# CBFb RUNX1 block: CBF-beta/RUNX1 interaction disruption. AlphaScreen CBFb-His/RUNX1-biotin binding, biochemical. Potency, µM (top dose mostly 59.8 µM), without a hit: at the top dose activity, negative = inhibition, most hits filed as inhibitors. 230,000 tested, under 10 active; also: % of control where 0% means no effect
# Target sequence (Q01196 whole entry, looked up): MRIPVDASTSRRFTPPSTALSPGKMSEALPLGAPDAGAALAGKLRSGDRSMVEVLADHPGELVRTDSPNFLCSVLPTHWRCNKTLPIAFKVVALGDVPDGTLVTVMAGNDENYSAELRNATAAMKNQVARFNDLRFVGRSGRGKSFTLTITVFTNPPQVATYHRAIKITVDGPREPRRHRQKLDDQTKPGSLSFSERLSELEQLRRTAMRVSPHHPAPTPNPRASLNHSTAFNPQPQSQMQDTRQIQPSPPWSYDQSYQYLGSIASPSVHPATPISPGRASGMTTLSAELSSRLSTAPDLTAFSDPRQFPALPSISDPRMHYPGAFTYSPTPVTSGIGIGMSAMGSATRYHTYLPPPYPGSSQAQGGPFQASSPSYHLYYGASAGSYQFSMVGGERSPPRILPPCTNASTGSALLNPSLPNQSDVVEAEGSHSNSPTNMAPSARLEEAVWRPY
# Target sequence (Q13951 whole entry, looked up): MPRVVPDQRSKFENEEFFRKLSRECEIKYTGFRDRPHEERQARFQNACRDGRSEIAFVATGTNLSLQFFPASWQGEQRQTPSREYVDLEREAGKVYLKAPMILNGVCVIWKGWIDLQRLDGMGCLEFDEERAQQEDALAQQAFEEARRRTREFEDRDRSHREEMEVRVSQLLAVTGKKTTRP
#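 Inhibition was taken as any reduction in AlphaScreen signal from the CBF-beta–RUNX1 pair (His and biotin tags, 30 nM each), measured after compound (15 min) and bead (90 min) incubations at room temperature.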
# HTT aggregate: mutant huntingtin aggregation inhibition; actives 1.1% (n = 220,000); PC12 HttQ103-GFP aggregates, Acumen cytometry, 40 h; Potency, µM (series often up to 46.1 µM), without a hit: at the top dose activity change, negative = inhibition, usual class: inhibitors; AID 1688; also: potency is read from the fitted curve at half-maximal effect; % is scaled to controls: 0 for no effect and ±100 for the full control effect; nearly all actives have a fitted effect of over 60% in size
#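 Multiplexed with ATP-based cell death, this channel scores GFP aggregates in PC12 cells expressing inducible HTTex1-Q103-GFP. Induction used 100 nM tebufenozide; compounds were tested in concentration series.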
# Luc counter: Kinase-Glo luciferase inhibition (counter-screen). Potency, µM (doses to about 38.3 µM), for the others: top-dose activity change, negative = inhibition, usual class: inhibitors. actives 0.28% (n = 200,000). Kinase-Glo luciferase, ATP luminescence, 8 min. AID 1379. Q27757; also: potency is read from the fitted curve at half-maximal effect; % is scaled to controls: 0 for no effect and ±100 for the full control effect; nearly all actives have a fitted effect of over 60% in size
#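 Substrate mix (final 50 mM imidazole pH 7.2, 50 mM KCl, 7 mM MgCl2, 10 uM ATP, 0.01% Tween 20, 0.05% BSA) plus pin-tool compound, then Kinase-Glo detection mix; 8 min ambient, luminescence read.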
# IMPase Li cell: IMPase inhibition in cells with lithium potentiation. CHO-M1 cells, IP1 TR-FRET (IP-One), carbachol + lithium. Potency, µM (top dose mostly 59.4 µM), without a hit: top-dose activity, negative = IMPase inhibition, actives largely listed as inhibitors. actives 0.35% (n = 210,000);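 also: IP1 builds up when IMPase is blocked and the TR-FRET signal falls; potency is read from the fitted curve at half-maximal effect; plate controls were basal vehicle for no effect and high inhibitor control for full effect; nearly all actives have a fitted effect of over 50% in size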
#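 Lithium-sensitised IP1 accumulation assay; M1-expressing CHO cells treated 30 min at 37C with compound. Competitive antibody detection by time-resolved FRET followed a 10 min room-temperature lysis step.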
# Starred values were filed as active, the others as inactive; u = inconclusive; x = no result given; [ ] = another dose, or the depositor's remark. Unless noted, calls follow the shape of the dose curve; as a rule, active = well fitted curve in the direction sought with a large enough effect; inconclusive = small, poorly fitted or top-dose-only effect, or another doubt; inactive = no such curve, though single readings can be large; an effect the other way counts as inactive or inconclusive. These rows are one share of the data; count on the stated rates, not on these rows.
mol,NPSR antag,Epigenetic derep,Lamin A splicing,CBFb RUNX1 block,HTT aggregate,Luc counter,IMPase Li cell
COc1cc(CNCC(C)C)c(Br)cc1OCC(=O)NCc1ccccc1,3%[46.1 µM],0.0%,-11%,6%,-12%,5%,19%
Cc1cc(C)cc(-n2c(C)cc(/C=N\NC(=O)COc3cccc4cccnc34)c2C)c1,-23%,-1.0%,-12%,-10%,19%,1%,21%
CCOc1ccc(/C=N/n2c(C)nnc2C)cc1OC,12%,0.2%,-7%[46 µM],-4%,15%,5%,-3%
O=C(Cn1c(-c2ccccc2)noc1=O)N1CCC(Cc2ccccc2)CC1,3%,1.4%,x,14%,6%[9.22 µM],-2%,8%
Cc1ccc(C2CC(c3ccc(Cl)cc3)n3nc(N)nc3N2)cc1 (configuration not stated),5%,-1.0%,-13%,-1%,3%,1%,6%
CCN(CC)C(=O)C(C)N(C#N)c1nc(NC(C)C)nc(NC(C)C)n1 (configuration not stated),6%[46.1 µM],-1.0%,4%,10%,-2%,0%,27%[38.3 µM]
Cc1cccc(N=C2NC(=O)/C(=C3/C(=O)N(C)c4ccccc43)S2)c1C,-22%[46.1 µM],-8.2%,3%,-7%,10%,x,x
CC(=O)c1sc(NC(=O)c2ccc(C)cc2)nc1C,-1%[46.1 µM],2.0%,-6%,0%,9%,u,13µM*
CC(C)(C)C1CCC(OC(=O)c2cncc(Br)c2)CC1 (configuration not stated),4%,-1.4%,-6%[46 µM],2%,2%,2%,-7%
O=C(CCc1nnc(CCc2ccccc2)o1)N1CCCCC1CCn1cccn1 (configuration not stated),-11%,0.9%,-2%[46 µM],-2%,-4%[9.22 µM],1%,15%
Nc1ccc(C(=O)Nc2ccc(OC(F)(F)C(F)F)c(NC(=O)c3ccc(N)cc3)c2)cc1,-22%[46.1 µM],1.0%,u,-10%,4%,x,x
CCn1c(SCC(O)c2ccccc2)nnc1-c1ccccc1 (configuration not stated),14%,-3.0%,-10%,14%,2%,-2%,-3%
Cc1ccc(S(=O)(=O)N2CCN(C)CC2)c(C)c1N(C)S(=O)(=O)c1ccc(Cl)cc1,-16%[46.1 µM],1.0%,u,-11%,-28%,-1%,63%[activator][38.3 µM]
CSc1nc2ccccc2n1CC(=O)Nc1cc(C(F)(F)F)ccc1N1CCOCC1,u,0.7%,2%,-2%,1%,-6%,21%[38.3 µM]
CCOc1cc(C(=O)Nc2ccccc2F)cc(Br)c1OCC,-16%,0.0%,u,6%,8%,1%,26%
Brc1ccc(N=C(c2ccccc2)c2ccncc2)cc1,-11%,-4.1%,9%,8%,-3%,-1%,13%

# Some entries already given with just IMPase Li cell, CBFb RUNX1 block and Luc counter.
molecule,IMPase Li cell,CBFb RUNX1 block,Luc counter
CCN(CC)C(=O)C(C)N(C#N)c1nc(NC(C)C)nc(NC(C)C)n1 (configuration not stated),27%[38.3 µM],10%,0%
Cc1cccc(N=C2NC(=O)/C(=C3/C(=O)N(C)c4ccccc43)S2)c1C,x,-7%,x

# The listing continues.
mol,NPSR antag,Epigenetic derep,Lamin A splicing,CBFb RUNX1 block,HTT aggregate,Luc counter,IMPase Li cell
CC(=O)c1ccc(Sc2nnc(C)s2)c([N+](=O)[O-])c1,0%,0.0%,-13%[46 µM],5%,16%[9.22 µM],-2%,1%
CCP(=O)(CC)c1cccc(N)c1,6%[46.1 µM],1.9%,1%,6%,13%,-7%,-6%[38.3 µM]
O=C(CSCc1c(Cl)cccc1Cl)NCc1ccccn1,-9%,0.1%,-5%[46 µM],12%,-6%[9.22 µM],-5%,9%
CCOC(=O)/C(C#N)=C/Nc1ccccc1NS(=O)(=O)c1ccc(C)c(C)c1,-9%,0.0%,u,19%,10%[9.22 µM],x,x
CCOc1ccc(C2N(c3cc(C)on3)C(=O)C3CCCN32)cc1OC (configuration not stated),1%[46.1 µM],0.0%,-5%,-7%,0%,6%,2%[38.3 µM]
CC1(C)C=C(c2ccc(C(=O)O)s2)CC(C)(C)N1,17%,-1.1%,-13%,u,22%,0%,-4%
CC(=O)N/N=C(\C)CC(=O)Nc1ccc2c(c1)OCCO2,8%,-5.1%,2%[46 µM],-2%,10%[9.22 µM],1%,0%
CS(=O)(=O)N1CCc2cc(-c3csc(NCC4CCCO4)n3)ccc21 (configuration not stated),-17%[46.1 µM],-0.3%,-2%,-10%,4%,1%,-2%[38.3 µM]
CN(Cc1nc(-c2cccc(Cl)c2)no1)C1CCOCC1,-11%,3.0%,u,7%,-13%[9.22 µM],3%,7%
CCc1nn2cc(C(=O)c3ccccc3O)cnc2c1-c1ccc(F)cc1,-29%,-1.1%,u,-20%,-15%,-1%,12%
O=C(Nc1cccc([N+](=O)[O-])c1)c1ccn[nH]1,13%,2.4%,x,2%,5%,-6%,-9%
CC(C)OC(=O)CSc1nnc(Cc2ccccc2)n1CC1CCCO1 (configuration not stated),-1%[46.1 µM],0.7%,-8%,-3%,6%,0%,29%[38.3 µM]
CCOC(=O)c1sc(NC(=O)CCSC)nc1C,u,-3.9%,u,4%,5%,0%,17%[38.3 µM]
CC1(C)CC(=O)C2=C(C1)Oc1ncn3nc(-c4cccnc4)nc3c1C2c1ccccc1 (configuration not stated),1%[46.1 µM],6.8%,-11%,-4%,2%[9.22 µM],2%,-1%[38.3 µM]
NC(=O)C1CCN(CCC(=O)Nc2ccc3c(c2)CCC3)CC1,-5%[46.1 µM],-1.2%,-5%,12%,-18%,-1%,11%
O=c1[nH]n(-c2ccccc2)c(=O)c2ccccc12,-30%,-1.0%,-5%,-1%,27%,-5%,u
N#CC1=C(N)Oc2c(oc(CO)cc2=O)C1c1ccsc1 (configuration not stated),-14%[46.1 µM],-7.3%,2%,1%,-7%[9.22 µM],3%,-15%[38.3 µM]
COc1ccc(S(=O)(=O)Cc2ccc(C(=O)NC(C)C)o2)cc1,13%,-1.0%,-13%,6%,-7%,9%,-11%
CC1(C)CC(=O)C2=C(C1)OC(=O)CC2c1cccs1 (configuration not stated),4%,-1.2%,x,-1%,-8%[9.22 µM],x,x
Cc1c(Cl)cccc1N(CC(=O)NC1CCCCC1)S(C)(=O)=O,-2%[7.67 µM],-0.9%,-4%,1%,-4%,0%,1%[38.3 µM]
O=S(=O)(c1cccs1)n1cnc2ccccc21,10%[46.1 µM],0.0%,7%,7%,u,-2%,-12%[38.3 µM]
COc1ccc(Cl)cc1C(=O)Nc1ccc(S(=O)(=O)N2CCCC2)cc1,1%[46.1 µM],1.4%,1%,-3%,0%,-1%,-22%[38.3 µM]
CC(C)N=c1c([N+](=O)[O-])nn(C)n1O,21%,-0.7%,19%[46 µM],12%,28%,-2%,-2%
COc1ccc2[nH]c(=O)c(CN(C(=O)c3ccco3)C3CCCCC3)cc2c1,u,-4.7%,-14%,2%,-3%[9.22 µM],3%,-4%[38.3 µM]
O=C(Nc1ccc(Oc2ccccc2)cc1)C1CC1,-4%,-1.5%,7%[46 µM],23%,-4%,-2%,7%
C=CCNC(=O)c1cc2c(C(F)(F)F)nn(C)c2s1,3%[46.1 µM],0.3%,3%,-4%,-8%,-1%,2%[38.3 µM]
COc1ccc(C(=O)OCn2nnc3ccccc3c2=O)cc1OC,-17%[46.1 µM],-4.0%,6%,1%,1%[9.22 µM],1%,-14%[38.3 µM]
Cc1ccc(S(=O)(=O)/N=C2/NC(=O)/C(=C/c3ccncc3)S2)cc1,-17%,0.9%,16%,2%,-3%,1%,1%
CN(c1ccc(OCC(=O)Nc2nc3ccccc3s2)cc1)S(=O)(=O)c1ccccc1,-10%[46.1 µM],-0.9%,u,-10%,u,x,x
CC1=NNC(=O)C1Cc1ccc(F)cc1 (configuration not stated),-11%,0.1%,x,2%,18%[9.22 µM],x,x
Cc1cc(NC(=O)CSc2nc3sc(C)c(C)c3c(=O)n2C2CCCC2)no1,-26%[46.1 µM],2.6%,20%,10%,2%,-1%,-8%[38.3 µM]
COC(=O)Cc1ccc(NC(=S)NCc2ccccc2)cc1,3%,0.0%,3%,2%,21%,-1%,-1%
Cc1nnc(N2CCc3ccccc3C2)[nH]c1=O,-17%[46.1 µM],-1.6%,0%,4%,18%,-4%,-4%[38.3 µM]
O=c1nc(N/N=C/c2ccco2)cn[nH]1,-6%,-1.3%,4%[46 µM],-20%,-14%,-3%,9%
CCOC1OC2C(CO)OC(n3cnc4c(N)ncnc43)C2O1 (configuration not stated),18%,1.0%,-12%,-2%,21%,0%,10%
CCOc1ccc2oc(-c3ccccc3)c(C(=O)N(C)C)c2c1,-17%[46.1 µM],0.7%,1%,2%,27%,-2%,18%[38.3 µM]
CC1CCCC(C)N1CCNC(=O)CCn1nc(-c2ccccc2)ccc1=O (configuration not stated),-3%[46.1 µM],1.9%,2%,3%,0%,2%,7%[38.3 µM]
CN(C)C(=O)CSc1nnc([C@H](Cc2ccccc2)NC(=O)OC(C)(C)C)o1,60%,0.5%,x,6%,-4%[9.22 µM],x,x
CCOC(=O)c1cc(CC)sc1NC(=O)C1CC(=O)NN1Cc1ccccc1 (configuration not stated),-13%[46.1 µM],-0.9%,0%,3%,10µM*,x,x
Cc1cc(NC(=O)COC(=O)c2cc3c(s2)CCC(C)C3)no1 (configuration not stated),-9%[46.1 µM],-2.3%,18%,-6%,6%,1%,-16%[38.3 µM]
O=C(NCCC1=CCCCC1)C(=O)NCc1ccncc1,7%,0.0%,17%[46 µM],-5%,x,-4%,9%
OC[C@H]1OC(Nc2ccc(N=Nc3ccccc3)cc2)[C@@H](O)[C@@H](O)[C@@H]1O (some centres not stated),-8%,-1.9%,x,-17%,21%[9.22 µM],x,x
CCOC(=O)c1cccc(NC(=O)CSc2nnc(C3CCCCC3)n2CC)c1,26%[46.1 µM],-2.7%,u,3%,-2%,-5%,9%[38.3 µM]
Cc1cc(/C=C\c2nc(O)c([N+](=O)[O-])c(=O)[nH]2)c(C)n1-c1ccccc1,10%,-0.3%,x,-27%,12%,1%,-1%
Cn1c(Cn2c(=O)sc3ccccc32)nnc1SCC(=O)NCC1CCCO1 (configuration not stated),0%[46.1 µM],-1.0%,-4%,3%,-14%,-3%,9%
CC(C)N(C(=O)CSc1nc2ccccc2n1Cc1ccccc1F)C(C)C,u,-1.1%,u,6%,u,0%,9%

# Compound activity: PubChem, National Center for Advancing Translational Sciences (NCATS)
